RMI FANCM FP = disruptors of RMI1/RMI2 association with MM2 peptide – biochemical, fluorescence polarization, human, primary screen. RMI core complex (RMI1/RMI2) binding to FANCM MM2 peptide, human. RMI core complex with F-MM2 peptide; active compounds read low. FP signal (polarization) at 33 µM. 0.58% of 70,000 active. AID 1159607, 2016; in the data active = FP signal below about 40; note: inactives centre near 61; strong numbers were not always called active; unit not given here
Active calls of the source: *; & = joins results of further samples. A portion of the library; rates above refer to the full screens.

SMILES	RMI FANCM FP
CCOC(=O)C(=O)Nc1c(C)nc2ccc(C)cn2c1=O	55
CC1C/C(=N/Nc2cc(Cl)cc(Cl)c2)c2cc(Cl)ccc2S1(=O)=O (centres undefined)	62
O=C(CCCSc1ccc(NC(=O)c2ccco2)nn1)Nc1cccnc1	66
O=C(CSc1ccc(NC(=O)c2cccs2)nn1)Nc1nc2ccccc2s1	81
CCSc1ccccc1C(=O)NCCn1ncc2c(=O)n(Cc3ccc(C)cc3)cnc21	67
O=C(Nc1ccc2c(c1)N(C(=O)c1ccco1)CC2)c1c(F)cccc1F	67
Cc1nc(C)c(C(=O)Nc2ccc(-n3c(C)nc4ccccc4c3=O)cc2C)s1	55
Cc1sc2nc(SCC(=O)Nc3nccs3)n(-c3ccc(Cl)cc3)c(=O)c2c1C	47
NCCn1ncc2c(N3CCCCCC3)ncnc21	71
Cc1ccccc1C(=O)NNC(=O)c1cccn(Cc2ccc(Cl)c(Cl)c2)c1=O	74
CCCOc1ccc(S(=O)(=O)Nc2ccc3c(c2)C(=O)N(CC)c2ccccc2O3)cc1	63
O=C(Nc1cccc([N+](=O)[O-])c1)c1csc2c1CCCC2	60
CCOC(=O)[C@H](CCc1ccccc1)N[C@H]1CCc2ccccc2N(CC(=O)O)C1=O	57&56
COC(=O)c1sc(-c2ccccc2)cc1NC(=O)COc1ccccc1	81
Cc1ccc(C(=O)NCCn2ncc3c(=O)n(Cc4cccc([N+](=O)[O-])c4)cnc32)cc1	64
Cc1ccc(C)c2[nH]c(=O)c(CCNC(=S)NCCc3ccccc3)cc12	64
Cc1ccc2cc(F)ccc2n1	54
Cc1cc(N2CCN(C/C=C/c3ccccc3)CC2)n2nc(C(F)(F)F)nc2n1	61
CCOC(=O)c1cc(COc2c(Cl)cccc2Cl)on1	51
O=C(CSc1nnc2ccc(-c3ccco3)nn12)Nc1cccc(Cl)c1	67
C=CCNC(=O)CSc1nnnn1-c1ccc(C)c(Cl)c1	53
CCC(CC)C(=O)Nc1nnc(SCc2cc(=O)c(OC(=O)c3cc(Cl)ccc3[N+](=O)[O-])co2)s1	53
Oc1c(Cl)cc(Cl)cc1C=Nc1ccc(N2CCOCC2)cc1	50&48
CC(C(=O)Nc1ccc2c(c1)OCCO2)N1C(=O)c2ccccc2S1(=O)=O (centres undefined)	54
Cc1cc(C)n(CC(C)C(=O)Nc2ccc(F)cc2)n1 (centres undefined)	63
CCOC(=O)N1CCC(NC(=O)C2CCCCC2)CC1	55
Cn1cnc(S(=O)(=O)Oc2ccccc2N2CCOCC2)c1	53
O=C(Cn1c(=O)n(Cc2cccnc2)c(=O)c2ncccc21)c1ccc2c(c1)OCCO2	62
Cc1nc(SCc2nc(-c3cccc(C(F)(F)F)c3)no2)[nH]c(=O)c1CCO	62
CN(C)c1ccc(CCCNC(=O)CCc2ccccc2)cc1	71
N#Cc1ccccc1NC(=O)CC(=O)c1ccccc1	69
O=C1c2ccccc2C(=O)c2cc(S(=O)(=O)Nc3ccncc3)ccc21	64
Nc1ccc(N2CCCS2(=O)=O)cc1	66
COC(=O)c1ccc(OC(=O)C23CCC(C)(C(=O)C2)C3(C)C)cc1 (centres undefined)	60
CC1CN(/C=C(\C#N)S(=O)(=O)Cc2ccc(Cl)cc2)CC(C)O1 (centres undefined)	54
O=C(Nc1nnc(SCc2cccc(F)c2)s1)c1ccc(S(=O)(=O)N2CCCCC2)cc1	55
Cc1nc(-n2nc(-c3ccco3)cc2NC(=O)COc2ccc(Cl)cc2)[nH]c(=O)c1C	57
C=C(C)Cc1c(C)[nH]n(S(=O)(=O)c2ccccc2)c1=O	61
Clc1cccc2sc(NCc3ccccn3)nc12	61
O=C(Nc1ccc2c(c1)CN(C(=O)c1cccs1)CC2)c1ccc(F)cc1Cl	69
COc1ccc(C)c2sc(=NC(=O)c3ccnn3C)n(C)c12	69
COc1ccc(C2Oc3ccccc3C3CC(c4cccc(NS(C)(=O)=O)c4)=NN32)cc1 (centres undefined)	64
COc1ccc(Nc2c(C#N)cnc3c(OC)cccc23)cc1OC	62
CCCN1CCCc2cc(CCNC(=O)C(=O)Nc3ccc4c(c3)OCCO4)ccc21	117
Cc1nnc(SCc2cccnc2)c2c1cnn2-c1ccccc1	61
CN1CCCc2cc(C(CNC(=O)C(=O)Nc3ccccc3)N(C)C)ccc21 (centres undefined)	53
Cc1cc([N+](=O)[O-])ccc1NC(=O)C(=O)NCc1ccncc1	51
CSc1ccc2nc(NC(=O)c3ccc(S(=O)(=O)N4CCc5ccccc5C4)cc3)sc2c1	70
Cc1cc(CNC(=O)c2cc(C)n(C)n2)c(C(F)(F)F)o1	54
COc1ccc(C2=Nc3ccccc3SC(c3ccc(OC)c(O)c3)C2)c(O)c1 (centres undefined)	62
O=C(CCn1cnc2c([nH]c3ccc(F)cc32)c1=O)N1CCN(c2ncccn2)CC1	61
CN1CCc2cc(C(CNC(=O)NC3CCCCC3)N3CCCC3)ccc21 (centres undefined)	61&66
Cc1cccc(-n2c(CNC(=O)c3cc(Cl)ccc3Cl)nnc2SCC(=O)Nc2nccs2)c1	61
COc1ccc(SCCC(=O)Nc2nc(C)c(C(C)=O)s2)cc1	54
Cc1nc2c(ccc3nc(NC(=O)Cc4cccs4)sc32)s1	76
Cn1nc(C(=O)N(Cc2ccccc2)Cc2ccccc2)ccc1=O	62
O=C(NCCOc1ccc(F)cc1)c1ccc(Cl)cc1	63
O=C(NCCn1ncc2c(=O)n(Cc3cccc([N+](=O)[O-])c3)cnc21)c1cc2ccccc2o1	69
CC(C)Sc1n[nH]c(=S)n1C	57
Cn1ccnc1SCc1cc(=O)c(OC(=O)c2ccc(-c3ccccc3)cc2)co1	55

(further entries)
SMILES	RMI FANCM FP
Cc1ccc(Cl)cc1N1CCN(CCCn2c(C)cn3c4c(=O)[nH]c(=O)n(C)c4nc23)CC1	55
O=C(CSc1nc2sc3c(c2c(=O)n1-c1ccc(OC(F)F)cc1)CCC3)c1ccc(OC(F)F)cc1	71
Cc1cccc(-n2nc3c(c2NC(=O)Cc2ccc(F)cc2)CSC3)c1C	63
O=C(O)C1(c2ccccc2)CCOCC1	62
CCc1oc2ccccc2c1C(=O)c1cc(Br)c(O)c(Br)c1	62&58
COc1ccc(C(=O)N2CCOC2CNC(=O)C(=O)NCc2ccncc2)cc1 (centres undefined)	62
O=C(CSc1nnc(-c2cccc(O)c2)o1)NC1CCCCC1	68
O=C(c1ccccc1C(F)(F)F)N1CCN=C1SCc1ccccc1F	61
CC(C)C(=O)Nc1ccc(C(=O)NCCNC(=O)Cc2ccccc2)cc1	67
CS(=O)(=O)c1ccc(Nc2nc(CC(=O)O)cs2)cc1	67
c1ccc(Nc2nc(CN3CCCCC3)cs2)cc1	58
O=C(Nc1nc(CCC(=O)N2CCc3ccccc3C2)cs1)c1ccc[nH]c1=O	61
CCN(CC)CCSc1ccc(-c2ccc3c(c2)OCO3)nn1	57
Cc1cccc(S(=O)(=O)Nc2ccc3c(c2)N(C(=O)C(C)(C)C)CC3)c1	68
CC(C)(C)C(=O)OCc1noc(-c2ccc([N+](=O)[O-])cc2)n1	47
CCOC(=O)c1c(C)nsc1N/N=C(/C#N)C(=O)c1ccc(Cl)cc1	55
OC(COCc1ccc(Cl)cc1)CN1CCN(c2ccccc2F)CC1 (centres undefined)	59
O=C(NCc1ccc2c(c1)OCO2)C(=O)Nc1ccc(C(F)(F)F)cc1	60
Cc1cc(=O)n2c(n1)SCC2CC(=O)N1CCC(Cc2ccccc2)CC1 (centres undefined)	66
COc1ccccc1NC(=O)c1ccccc1Br	55
COc1ccc(C2=NN(C(=O)CCN3CCOCC3)C(c3ccccc3)C2)cc1 (centres undefined)	60
O=C(O)CC1CCCCN1S(=O)(=O)c1ccccc1 (centres undefined)	66
COc1ccc(-n2nnnc2SC(C)C(=O)Nc2ccccc2Cl)cc1 (centres undefined)	66
Cc1onc(-c2ccccc2)c1NC(=O)Nc1cccc(S(N)(=O)=O)c1	65
CCCCN(C)S(=O)(=O)c1ccc(C(=O)Nc2nc(-c3ccc(OC)c(C)c3)cs2)cc1	73
CC(C)(C)C(=O)N1CCc2ccc(NS(=O)(=O)c3ccc(Cl)s3)cc21	66
CSc1ncccc1C(=O)NCc1ccsc1	74
CC1(C)COc2ccc(NC(=O)COc3ccc(F)cc3)cc2NC1=O	55
CCOC(=O)N1CCN(S(=O)(=O)c2ccc(C(=O)N(CCCN(C)C)c3nc4ccc(OC)cc4s3)cc2)CC1	79
COc1cccc(-n2nnc(-c3nc(-c4cc(C)ccc4C)cs3)c2C)c1	67
CCOC(=O)c1ccc(NC(=O)Nc2ccc(-c3ccc(NC(=O)Nc4ccc(C(=O)OCC)cc4)c(OC)c3)cc2OC)cc1	58
COc1ccc2sc(N(Cc3ccncc3)C(=O)Cc3ccc(F)cc3)nc2c1	77
CCCCCCCCCCCCCCCC(=O)NCCO	58
CCc1ccc2nc(NCc3ccccn3)sc2c1	64
CCNC(=O)c1cc(=O)c(OCc2ccccc2)cn1C	61
NS(=O)(=O)c1ccc(NC(=O)CCc2csc(NC(=O)c3ccccc3)n2)cc1	63
CC(C)C(=O)N1CCc2ccc(NC(=O)Cc3ccc(Cl)cc3)cc2C1	65
O=C(c1ccco1)N1N=C(c2ccccc2O)CC1c1cccs1 (centres undefined)	57
O=C(NC1CCN(Cc2ccccc2)CC1)C1=Cc2cc(Cl)ccc2OC1	48
Cc1ccc(C(c2c(O)cc(C)n(Cc3ccccn3)c2=O)N2CCN(c3ccccn3)CC2)cc1 (centres undefined)	56
COc1cccc(N2C(=S)N(c3ccc(Cl)cc3)C3CS(=O)(=O)CC32)c1 (centres undefined)	58
Oc1c(C(Nc2ccccn2)c2cccnc2)ccc2cccnc12 (centres undefined)	60&59
Cc1cc(SCC(=O)Nc2ccc(F)cc2)nc2ccccc12	93
O=C(O)CCCNC(=O)C1(S(=O)(=O)c2ccccc2)CCCC1	58
Cc1ccc(OCC(O)CNC(C)c2ccccc2)cc1 (centres undefined)	70

Reformatted with bars between the fields: 2 of the compounds above.
canonical_smiles | RMI FANCM FP
COc1ccc2sc(N(Cc3ccncc3)C(=O)Cc3ccc(F)cc3)nc2c1 | 77
CCNC(=O)c1cc(=O)c(OCc2ccccc2)cn1C | 61

New compounds follow.
SMILES	RMI FANCM FP
O=C(Nc1ccccc1)c1cccc2c1-c1ccccc1C2=O	52
Cc1cc(C)c2sc(N(CC3CCCO3)C(=O)c3ccc4c(c3)CCCC4)nc2c1 (centres undefined)	52
CCOc1cc(-c2ccc(C)cc2)nc2ccc(C(=O)N3CCN(C(=O)c4ccco4)CC3)cc12	62
O=[N+]([O-])c1ccc(N2CCOCC2)nc1N1CCOCC1	50
COC(=O)N(C)Cc1nc2ccccc2n1Cc1c(F)cccc1Cl	52
CC(C)(C)OC(=O)N1CCCN(C(=O)c2ccc([N+](=O)[O-])cc2)CC1	54
O=C(CN1CCN(Cc2nc3ccccc3[nH]2)CC1)NCc1ccco1	58
CS/C(NCc1cccnc1)=C(/C#N)S(=O)(=O)c1ccc(Cl)cc1	54
COc1cc(/C=N\NC(=O)C2(O)c3ccccc3-c3ccccc32)ccc1O	56
Cn1cccc1C(CNC(=O)C(=O)NCCc1ccccc1)N1CCCC1 (centres undefined)	67
CCS(=O)(=O)Nc1ccc2c(c1)CCCN2C(=O)c1cccs1	54
O=C(C1CCCC1)N1CCc2ccc(NC(=O)C3(c4ccccc4)CCOCC3)cc21	67
N#CC1=C(SCC(=O)Nc2ccccc2C(=O)c2ccccc2)NC(=O)CC1c1ccccc1F (centres undefined)	34
CCOc1ccc(S(=O)(=O)NCC2CCN(Cc3ccco3)CC2)cc1F	74
CCS(=O)(=O)c1ccc(CC(=O)N2CCN(c3nc4c(OC)ccc(OC)c4s3)CC2)cc1	53
CN1CCN(CCCCN2C(=O)c3ccccc3C2=O)CC1	72
Cc1ccc(C23CC4CC(CC(C(=O)N/N=C\c5ccco5)(C4)C2)C3)cc1	73
COc1cc(/C=C(\C#N)C(=O)Nc2ccc(OC(F)(F)F)cc2)cc(OC)c1OC	62
Cc1ccc(-c2ccc(C(=S)N3CCN(c4ccccc4C)CC3)o2)cc1	60
O=S(=O)(c1ccc2c(c1)OCCO2)n1ccnc1	66
COc1ccccc1NC(=O)c1nnn(-c2ccccc2OC)c1C	66
O=[N+]([O-])c1cc(S(=O)(=O)C(F)(F)F)ccc1NCCCN1CCOCC1	65
Cc1c(C(=O)NCc2ccco2)oc2c1/C(=N\O)CCC2	56
O=[N+]([O-])c1cccc(-c2ccc(-c3nn4c(-c5ccco5)nnc4s3)o2)c1	61
CSc1ccccc1C(=O)Nc1nnc(-c2cc(C)nn2C)o1	70

Structures from the list above that have a furan ring, fused or not, in the order listed:
SMILES	RMI FANCM FP
O=C(CCCSc1ccc(NC(=O)c2ccco2)nn1)Nc1cccnc1	66
O=C(Nc1ccc2c(c1)N(C(=O)c1ccco1)CC2)c1c(F)cccc1F	67
O=C(CSc1nnc2ccc(-c3ccco3)nn12)Nc1cccc(Cl)c1	67
Cc1nc(-n2nc(-c3ccco3)cc2NC(=O)COc2ccc(Cl)cc2)[nH]c(=O)c1C	57
Cc1cc(CNC(=O)c2cc(C)n(C)n2)c(C(F)(F)F)o1	54
O=C(NCCn1ncc2c(=O)n(Cc3cccc([N+](=O)[O-])c3)cnc21)c1cc2ccccc2o1	69
CCc1oc2ccccc2c1C(=O)c1cc(Br)c(O)c(Br)c1	62&58
O=C(c1ccco1)N1N=C(c2ccccc2O)CC1c1cccs1 (centres undefined)	57
CCOc1cc(-c2ccc(C)cc2)nc2ccc(C(=O)N3CCN(C(=O)c4ccco4)CC3)cc12	62
O=C(CN1CCN(Cc2nc3ccccc3[nH]2)CC1)NCc1ccco1	58
CCOc1ccc(S(=O)(=O)NCC2CCN(Cc3ccco3)CC2)cc1F	74
Cc1ccc(C23CC4CC(CC(C(=O)N/N=C\c5ccco5)(C4)C2)C3)cc1	73
Cc1ccc(-c2ccc(C(=S)N3CCN(c4ccccc4C)CC3)o2)cc1	60
Cc1c(C(=O)NCc2ccco2)oc2c1/C(=N\O)CCC2	56
O=[N+]([O-])c1cccc(-c2ccc(-c3nn4c(-c5ccco5)nnc4s3)o2)c1	61

From PubChem
